High-throughput results as filed in PubChem BioAssay.
Ba/F3 V617F tox: loss of viability in JAK2V617F-driven Ba/F3 cells. hit rate 1.1% among 220,000. inhibition, % at 5.6 µM. Ba/F3 EpoR-JAK2V617F viability, ATP luminescence;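 active = inhibition above the campaign mean plus 3 SD over all tested compounds, cut at about 24% in these data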;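 also: cytokine-independent growth of Ba/F3 cells driven by EpoR plus mutant JAK2; 0% = DMSO-treated cells and 100% = JAK inhibitor I control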
BaF3 tox: counter-screen for JAK2V617F inhibitors: parental Ba/F3 viability inhibitors; inhibition, % at 5.6 µM; CellTiter-Glo ATP luminescence; hit rate 1.1% among 220,000; AID 1486;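 active = inhibition above a per-campaign cutoff, the mean inhibition of all tested compounds plus 3 SD, cut at about 27% in these data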;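 also: 0% = DMSO wells and 100% = JAK Inhibitor I control wells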
TRPML3 agonist: agonists of human TRPML3 channel. Q8TDD5. HEK293 TRPML3-YFP, Fluo-8 calcium fluorescence; 100% = the carbachol control signal. activation, % at 3 µM. hit rate 0.29% among 220,000. AID 1448;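 active = activation above its plate's cutoff, the mean activation of the plate's test wells plus 3 SD, cut at about 12% in these data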;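 also: 0% = DMSO only wells and 100% = carbachol wells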
Target sequence (Q8TDD5 whole entry, looked up): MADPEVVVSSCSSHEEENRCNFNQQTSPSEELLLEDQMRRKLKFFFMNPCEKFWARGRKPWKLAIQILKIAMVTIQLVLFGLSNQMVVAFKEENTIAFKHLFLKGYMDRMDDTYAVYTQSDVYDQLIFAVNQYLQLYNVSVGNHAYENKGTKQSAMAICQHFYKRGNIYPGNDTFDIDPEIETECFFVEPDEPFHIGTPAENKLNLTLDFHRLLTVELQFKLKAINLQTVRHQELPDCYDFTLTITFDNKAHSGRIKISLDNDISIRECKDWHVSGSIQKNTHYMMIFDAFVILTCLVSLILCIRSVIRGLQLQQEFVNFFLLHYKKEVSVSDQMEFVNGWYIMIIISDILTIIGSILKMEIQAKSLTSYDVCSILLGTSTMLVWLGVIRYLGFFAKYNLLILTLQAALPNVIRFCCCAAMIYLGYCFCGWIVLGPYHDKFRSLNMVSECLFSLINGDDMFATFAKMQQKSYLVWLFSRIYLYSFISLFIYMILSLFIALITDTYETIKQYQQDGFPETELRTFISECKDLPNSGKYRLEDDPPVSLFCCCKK
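Test system: HEK293 cells stably carrying human TRPML3-YFP; Doses: single dose, 3 µM final nominal compound, 0.3% DMSO final; Schedule: dye loading 1 h 37 °C then 30 min ambient, 125 s read; Technique: Fluo-8 calcium fluorescence; Benchmarks: high control carbachol 87 µM, low control DMSO.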
RBBP9 inhibitor: inhibitors of human serine hydrolase RBBP9 | O75884 | AID 1515 | inhibition, % at 7.94 µM | hit rate 0.2% among 220,000 | recombinant RBBP9, FP-Rh probe fluorescence polarization;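 active = inhibition above the campaign mean of all tested compounds plus 3 SD, cut at about 14% in these data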;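 also: plate controls were DMSO wells with RBBP9 for no effect and wells lacking RBBP9 protein for full effect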
Target sequence (O75884 whole entry, looked up): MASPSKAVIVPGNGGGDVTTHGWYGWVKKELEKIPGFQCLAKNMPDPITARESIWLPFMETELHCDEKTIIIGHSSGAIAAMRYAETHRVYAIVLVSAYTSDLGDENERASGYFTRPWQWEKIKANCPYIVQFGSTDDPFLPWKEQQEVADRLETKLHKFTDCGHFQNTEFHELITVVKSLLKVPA
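Material: RBBP9 protein. Amount: RBBP9 at 2.5 µM in dispensed solution, before mixing. Schedule: 30 min then 45 min, 25 °C. Medium: Tris buffer pH 8.0, NaCl, Pluronic. Measured by: fluorescence polarization. Measure: percent inhibition from mP, scaled between DMSO and no-protein wells. Replication: one well per compound.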
TRPN1 ag: activates the zebrafish TRPN1 channel. HEK293 zebrafish TRPN1-YFP, Fluo-8 calcium fluorescence; 100% = response to 87 µM carbachol. activation, % at 3 µM. hit rate 0.18% among 220,000. AID 1424;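 active = activation above its plate's cutoff, the mean activation of test wells on that plate plus 3 SD, cut at about 19% in these data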;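 also: 0% = DMSO alone and 100% = 87 µM carbachol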
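Material: zebrafish TRPN1-YFP in HEK293 cells. Doses: one dose of 3 µM, 0.3% DMSO. Incubation: dye 1 h 37 °C plus 30 min RT. Measured by: intracellular calcium fluorescence with Fluo-8.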
Wee1 degr inh: human Wee1 degradation inhibition, primary screen | P30291 | HeLa Luc-Wee1K328M stability, luciferase luminescence; 100% = proteasome inhibitor MG132 effect | reporter increase, % at 5 µM | hit rate 1.2% among 220,000;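 active = activation above the mean of all tested compounds plus 3 SD, set per screening run, cut at about 8.8% in these data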;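 also: cells exposed to compound for 20 h before luminescence read; 0% = DMSO alone and 100% = MG132 at 30 µM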
TNF necrop inh: TNF-alpha cell death inhibition in Jurkat FADD-/- cells. activation (protection from cell death), % at 10 µM. Jurkat FADD-/- TNF necroptosis rescue, ATP luminescence, 24 h; 0 = TNF only, 100 = no-TNF cells. hit rate 0.068% among 220,000;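 active = activation, meaning protection from cell death, of at least 50% relative to plate controls; inactive = activation below 50%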;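 also: necroptosis triggered by 40 ng/mL TNF-alpha added together with compound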
CHOP inhibitor: inhibitors of CHOP induction in ER stress response | hit rate 3.8% among 220,000 | CHO-K1 CHOP-promoter luciferase, tunicamycin-induced, 15-18 h | AID 2732 | inhibition, % at 10 µM;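 active = compounds that reduced the stress-induced luciferase reporter signal by more than about 70% of percent inhibition, limit read from the data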;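 also: 0% = tunicamycin plus vehicle and 100% = wells without tunicamycin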
PPC-1+TRAIL kill: kills PPC-1 cancer cells in the presence of TRAIL | hit rate 0.41% among 220,000 | cell killing (% activity), % at 4 µM | PPC-1 cells + TRAIL, ATPLite viability luminescence;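 active = cell killing above 50% in the first pass at 4 µM, then a duplicate retest at 5 µM averaging 50% or more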;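 also: plate controls were cells with TRAIL plus DMSO for no effect and medium-only wells lacking cells for full effect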
Active calls of the source: *. Outcome played no part in choosing rows. Share with any hit: about 6.8%.

SMILES | Ba/F3 V617F tox | BaF3 tox | TRPML3 agonist | RBBP9 inhibitor | TRPN1 ag | Wee1 degr inh | TNF necrop inh | CHOP inhibitor | PPC-1+TRAIL kill
Cc1ccc(Cc2cnc(NC(=O)C3CCCO3)s2)cc1 (stereo not given) | 5 | 8 | -1.0 | 1 | -0.7 | 1 | 1.8 | -7 | -4
Cc1ccc(S(=O)(=O)N2CCC(=O)N(C(CO)C(C)C)CC2)cc1 (stereo not given) | 4 | 4 | 0.3 | 4 | 2.0 | -2 | 0.6 | 5 | 10
Cc1cc(Nc2ccc(Br)cc2)n2nc(C)nc2n1 | 3 | 6 | -0.1 | -8 | -2.5 | 2 | -3.5 | 50 | -2
Cc1cc(C(=O)Nc2ccc(Cl)cc2)c(C)n1Cc1cccs1 | 4 | -3 | 0.1 | -8 | -0.6 | 3 | -0.4 | 3 | 46
CC(C)(C)NC(=O)N1CCC(CO)(Cc2ccccc2Cl)CC1 | 1 | 2 | 0.9 | -4 | -0.6 | 2 | 0.9 | 9 | 16
O=C(CNC(=O)c1cccs1)NCC(=O)OCC(=O)c1ccc([N+](=O)[O-])cc1 | 0 | -1 | 0.8 | -12 | 0.6 | -2 | -5.1 | 11 | 11
O=S(=O)(Cc1ccccc1)N1CCCC(c2nc(-c3ccc(F)cc3)no2)C1 (stereo not given) | 3 | 4 | -0.8 | -1 | 1.8 | 0 | -0.2 | 35 | 20
O=C(Cc1c(O)c2ccccc2[nH]c1=O)NCc1ccccc1 | -4 | -1 | 0.4 | 4 | -0.3 | -3 | -0.9 | -3 | 12
CCC(C)c1ccccc1NC(=O)c1cccnc1 (stereo not given) | 0 | 5 | -0.3 | -9 | -0.6 | -1 | -1.2 | -22 | 6
CCOC(=O)C(C(=O)OCC)c1cc(Br)c2noc3c2c1C(=O)c1ccccc1-3 | 0 | 2 | 3.8 | -4 | 12 | 2 | -16 | 110* | 37
COc1ccc(C(=O)c2oc3ccccc3c2NC(C)=O)cc1 | 0 | 0 | -0.3 | 0 | -1.5 | -1 | -1.0 | 27 | 10
CCOC(=O)CS(=O)(=O)c1ccc(C(F)(F)F)cn1 | -2 | 4 | 0.6 | -7 | -0.6 | 1 | -0.8 | 11 | 7
OCc1cn(-c2ccc(Cl)cc2)nn1 | 1 | 7 | 1.1 | -3 | 0.4 | 3 | 0.7 | -4 | 9
O=C(/C=C/c1ccco1)NCC1(c2ccccc2)CCCC1 | 1 | 6 | -0.9 | 0 | -1.0 | 3 | 0.1 | 13 | 0
Cc1nc(SCCOc2ccccc2F)[nH]c(=O)c1Cc1ccccc1 | 2 | 22 | 0.5 | -12 | -0.7 | 2 | 0.6 | 18 | 2
Fc1cc(F)c2nc(N3CCCCC3)sc2c1 | -1 | 4 | 1.2 | -7 | 0.5 | -2 | -1.3 | 10 | 9
CCOc1ccccc1NC(=O)c1c(NC(=O)CCC(=O)O)sc2c1CCCCC2 | 4 | 12 | 0.5 | -14 | -0.9 | 2 | -0.4 | -4 | 14
COc1ccc(C2SC[C@@H](C(=O)O)N2C(C)=O)cc1 (stereo not given in full) | -4 | -4 | 0.5 | -2 | -0.8 | -3 | -0.3 | 8 | 8
Cn1c(-c2sccc2OCc2ccc(Cl)cc2Cl)n[nH]c1=S | 2 | -1 | -0.6 | -8 | -2.7 | -1 | -4.9 | -5 | -14
CC(=O)c1cccc(-n2nnnc2SCC(=O)Nc2ccccc2N2CCCCC2)c1 | -3 | 1 | -0.1 | -7 | -0.9 | -3 | -4.7 | 32 | 22

2 entries from above, as labelled records:
mol: CCOC(=O)CS(=O)(=O)c1ccc(C(F)(F)F)cn1
  Ba/F3 V617F tox = -2	BaF3 tox = 4	TRPML3 agonist = 0.6	RBBP9 inhibitor = -7	TRPN1 ag = -0.6	Wee1 degr inh = 1	TNF necrop inh = -0.8	CHOP inhibitor = 11	PPC-1+TRAIL kill = 7

mol: OCc1cn(-c2ccc(Cl)cc2)nn1
  Ba/F3 V617F tox = 1	BaF3 tox = 7	TRPML3 agonist = 1.1	RBBP9 inhibitor = -3	TRPN1 ag = 0.4	Wee1 degr inh = 3	TNF necrop inh = 0.7	CHOP inhibitor = -4	PPC-1+TRAIL kill = 9

Remaining list, next part:
SMILES | Ba/F3 V617F tox | BaF3 tox | TRPML3 agonist | RBBP9 inhibitor | TRPN1 ag | Wee1 degr inh | TNF necrop inh | CHOP inhibitor | PPC-1+TRAIL kill
Cc1cc(C)nc(NC(=O)c2c(Cl)cccc2Cl)n1 | -4 | -2 | 0.8 | 3 | 0.1 | 1 | 0.1 | 4 | 20
CCOC(=O)C(C(=O)NCc1cccc(OC)c1)c1ncc(C(F)(F)F)cc1Cl (stereo not given) | 2 | 2 | -0.8 | -6 | -1.1 | -2 | -9.0 | 5 | 6
NC(=S)N=Nc1c(O)[nH]c2c(Br)cc(Br)cc12 | -2 | 5 | 0.0 | 0 | 0.8 | 2 | -5.4 | 98* | -9
COC(=O)c1cnn(-c2ccccc2)c1C(OC)OC | -4 | 2 | 0.3 | 4 | -1.0 | 1 | 1.3 | 10 | 12
COc1ccc(Nc2cc(C(=O)NCc3ccco3)c3ccccc3n2)c(OC)c1 | 1 | 2 | -0.9 | -9 | -0.4 | 1 | 1.1 | 11 | 5
COc1cc2[nH]c(=O)n(CCC(=O)N3CCN(c4cccc(C)c4C)CC3)c(=O)c2cc1OC | 1 | 0 | 0.5 | 0 | 0.7 | -1 | -2.3 | 93* | 19
CCOc1ccccc1NC(=O)Cn1[nH]c(=O)c2ccccc2c1=O | -4 | 4 | -0.4 | -7 | 0.0 | -3 | -0.3 | 2 | 4
Cc1ccccc1NNC(N)=S | -1 | 4 | 2.5 | -6 | -0.8 | -2 | -1.1 | 2 | 8
CSCCC1NC2(C(=O)Nc3c(Cl)cccc32)[C@@H]2C(=O)N(C3CCCC3)C(=O)[C@H]12 (stereo not given in full) | -2 | 0 | -0.4 | -3 | -0.1 | -1 | -3.6 | 15 | -8
COc1ccc(OCCC(=O)OCC(=O)Nc2ccc(S(=O)(=O)N3CCOCC3)cc2)cc1 | -3 | 5 | 2.4 | -11 | 3.1 | -2 | 1.3 | 6 | 17
COc1cccc(CNC(=O)CSCc2cnn(-c3ccccc3)c2-n2cccc2)c1 | -2 | 1 | -0.7 | 1 | -2.1 | 0 | 2.2 | 39 | 1
O=C(NCCCO)c1ccc2[nH]c3c(c2c1)CCCC3 | 0 | 3 | 0.1 | -5 | 0.1 | 3 | 1.2 | -16 | -11
Nn1c(SCc2ccccc2F)nnc1-c1cccnc1 | 2 | 0 | 1.0 | 8 | -1.2 | 6 | 0.4 | -22 | -22
O=C1c2cccnc2C(O)N1Cc1ccccc1 (stereo not given) | 1 | 2 | 0.7 | 0 | 0.0 | 0 | -0.2 | 27 | 11
O=C(CN(Cc1ccccc1)S(=O)(=O)c1ccc2c(c1)OCCO2)N/N=C/c1ccc(F)cc1 | 4 | 4 | 0.3 | -14 | 0.4 | 0 | -6.6 | 49 | 9
CCCCCCn1c(=O)c(Cc2ccccc2)c(O)c2ccccc21 | 0 | 0 | -0.2 | -9 | -0.4 | -1 | 2.1 | 43 | 14
COC(=O)c1cccc(Cn2c(Cl)c(/C=N/NC(=O)c3ccccc3Cl)sc2=O)c1 | 3 | 1 | 0.8 | 7 | 0.9 | 1 | -2.8 | 18 | -22
N#Cc1ccc(C(c2nnnn2CCc2ccccc2)N2CCCCCC2)cc1 (stereo not given) | -4 | 1 | 0.2 | -3 | 0.0 | -1 | -2.9 | 8 | 2
Cc1ccc(CSc2nn3c(=O)c(C)nnc3s2)cc1 | -1 | 10 | 0.9 | 7 | 0.5 | -2 | 5.8 | 2 | -3
COc1ccc2nc3oc(C(=O)Nc4ccc(OC)c(OC)c4)cc3cc2c1 | -2 | 6 | 1.7 | -4 | -0.2 | 8.9* | 0.8 | 39 | 19
Cc1ccc(NC(=O)COC(=O)c2cccc3c(=O)c(C)c(-c4ccccc4)oc23)cc1 | 1 | 9 | 0.3 | -11 | -0.6 | 1 | 2.4 | 8 | 18
CCCOc1ccc(/C=N/Nc2ccccn2)cc1OC | -3 | 2 | 0.4 | 0 | -0.5 | 6 | 10 | 19 | 25
Cc1noc(C)c1COc1cccc(C(=O)Oc2ccc3c(c2)OCO3)c1 | -3 | 1 | -0.2 | -2 | -0.1 | -2 | -1.1 | 36 | 16
COC(=O)N/N=C/c1c(C)cc(C)cc1C | 3 | 4 | 0.6 | -8 | -1.1 | 0 | 0.4 | 21 | 19
CCCC(CCC(=O)Nc1nccs1)C(=O)O (stereo not given) | -1 | 4 | 0.6 | 7 | 0.1 | 0 | 1.0 | -2 | 13
CC1CN(c2oc(Cc3cccc4ccccc34)nc2C#N)CC(C)O1 (stereo not given) | 2 | 8 | -1.8 | -13 | -2.5 | 0 | -1.2 | 7 | 7
CC(=O)c1cn(CC(=O)Nc2ccc(C)cc2)c2ccccc12 | 5 | 8 | 1.0 | -7 | -0.3 | 4 | -0.4 | 26 | 22
O=C(O)CSc1nnc(C2COc3ccccc3O2)n1-c1ccccc1 (stereo not given) | 2 | -1 | 1.0 | -4 | 1.1 | 2 | -0.8 | 35 | 17
CC(=O)c1cccc(N=C2NC(=O)C(CO)(CO)S2)c1 | -1 | 2 | 0.7 | -8 | 0.1 | 2 | -1.8 | -10 | 6
Cc1cc(C)c2nc(-c3ccccn3)cc(C(=O)NCc3cc(C)n(C)n3)c2c1 | 1 | 6 | 0.2 | -6 | 1.0 | -2 | -1.2 | 16 | 25
Cc1ccc(NCC(=O)c2ccccc2)cc1Cl | -5 | -3 | 0.5 | -5 | -0.7 | -1 | -6.3 | -5 | -10
O=C(CCN1CCc2ccccc2CC1)c1ccc2c(c1)OCCO2 | -4 | 0 | 0.5 | -11 | -0.2 | 9 | -5.6 | 9 | -8
Cc1ccccc1CN(C)CC(=O)Nc1ccccc1Oc1ccccc1 | -2 | 3 | 0.7 | -8 | -0.2 | -2 | 0.8 | 58 | -1
Cc1ncc([N+](=O)[O-])n1CCOC(=O)C12CC3CC(CC(C3)C1)C2 | -3 | 2 | 1.1 | -7 | 0.6 | 0 | 0.5 | 0 | 25
Cc1ccc(Nc2nc(N)c([N+](=O)[O-])c(N3CCOCC3)n2)cc1C | -3 | 5 | -0.7 | -4 | -2.8 | 0 | 3.6 | 13 | 12
O=C(COC(=O)/C=C/C(=O)OCC(=O)Nc1ccccc1F)Nc1ccccc1F | -1 | -2 | 1.0 | -7 | 0.9 | -2 | -21 | 27 | 8
O=C(O)c1ccc(-n2[nH]c3c(c2=O)CCCC3)cc1 | 0 | 7 | 0.6 | -5 | 0.3 | 3 | -0.9 | -10 | 2
CCOC(=O)c1c(-c2ccc(OC)cc2)cn2ccccc12 | 0 | 7 | 0.7 | 5 | 0.0 | 2 | 0.1 | 12 | 9
